# TNAP act hiacc = TNAP activators at high phosphate acceptor level, primary screen, biochemical, luminescence, uHTS; purified TNAP, CDP-star luminescence, 1 M DEA, 30 min; hits give high values; 0 = EDTA background, 1 = DMSO-only activity; 200,000 tested, under 10 active; activation factor at 20 µM;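 active = activation factor at least 2 at 20 µM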
# Target sequence (P05186 whole entry, looked up): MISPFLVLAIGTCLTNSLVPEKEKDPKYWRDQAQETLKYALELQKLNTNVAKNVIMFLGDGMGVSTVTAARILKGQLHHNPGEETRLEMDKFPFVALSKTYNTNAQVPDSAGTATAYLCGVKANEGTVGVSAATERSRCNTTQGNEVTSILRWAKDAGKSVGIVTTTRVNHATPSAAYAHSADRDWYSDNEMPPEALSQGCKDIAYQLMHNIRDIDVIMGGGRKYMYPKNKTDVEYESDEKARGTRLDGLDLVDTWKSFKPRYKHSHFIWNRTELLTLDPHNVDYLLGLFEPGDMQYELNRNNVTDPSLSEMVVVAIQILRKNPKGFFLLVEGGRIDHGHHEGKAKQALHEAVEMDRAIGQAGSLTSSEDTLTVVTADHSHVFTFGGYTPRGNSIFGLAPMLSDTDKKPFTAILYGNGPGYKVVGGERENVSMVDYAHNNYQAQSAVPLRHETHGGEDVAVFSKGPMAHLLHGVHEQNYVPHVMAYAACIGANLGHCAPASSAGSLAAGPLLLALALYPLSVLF
#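 Measured by: Luminescent substrate turnover signal | Test system: Human TNAP | Input: TNAP 1/800 final | Dosing: 20 µM single point | Schedule: 30 min, room temperature | Controls: EDTA wells as negative control, DMSO wells as positive control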
# TNAP inh hiacc = human TNAP enzyme inhibitors, primary screen, biochemical, luminescent, high phosphate acceptor level, uHTS | purified TNAP, CDP-star luminescence, 1 M DEA | inhibition, % at 20 µM | 200,000 tested, 0.03% active | AID 1135, 2008;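 active = over 50% inhibition of tissue-nonspecific alkaline phosphatase at 20 µM in the single-dose screen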;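 note: plate controls were DMSO wells for no effect and EDTA-quenched wells as full inhibition for full effect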
# TNAP inh noacc = human TNAP enzyme inhibitors, primary screen, biochemical, luminescent, no phosphate acceptor, uHTS; purified TNAP, CDP-star luminescence, 30 min; inhibition, % at 20 µM; 200,000 tested, 0.26% active; AID 1012, 2008;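 active = tissue-nonspecific alkaline phosphatase inhibition above about 50% at 20 µM in the single-dose screen, limit read from the data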;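 note: 0% = DMSO negative control and 100% = EDTA positive control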
# bIAP act = bovine intestinal alkaline phosphatase activators, primary screen, biochemical, bovine IAP, CDP-star luminescence | alkaline phosphatase, intestinal [Bos taurus] | purified bovine IAP, 30 min; hits give high values; fold of DMSO-control signal, blank-subtracted | activation factor at 20 µM | 200,000 tested, 0.17% active | AID 1016, 2008;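 active = activation factor of 2 or more at 20 µM, a signal rise over negative controls twice the positive control's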
# RAM inhibit = inhibitors of the yeast RAM network, primary screen, dse1pr::URA3 reporter, 5-FOA selection. S. cerevisiae dse1pr::URA3 reporter, 5-FOA growth OD615, 2 d; analog-sensitive cbk1-as2 kinase mutant strain. 190,000 tested, 1.8% active. AID 868, 2007. inhibition, % at 50 µM;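 active = inhibition above a set limit, 3 SD over mean compound inhibition, cut at about 8.4% in these data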;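 note: 0% = DMSO-only wells with no growth and 100% = 10 µM 1-NA-PP1 full growth; inhibition rescues growth on 5-FOA so higher OD means more RAM inhibition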
# L major viab = Leishmania major promastigote growth inhibition, primary screen. inhibition, % at 10 µM. Leishmania major promastigotes, resazurin fluorescence viability. 200,000 tested, 9% active. AID 1063, 2008; in the data active = inhibition above about 50%;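 note: promastigotes grown with compound for 44 hours at 28 °C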
# APP transl inh = inhibitors of APP translation via 5'UTR reporter, primary screen, APP 5'UTR luciferase, SH-SY5Y cells. 190,000 tested, 0.82% active. inhibition, % at 2 µM. SH-SY5Y APP 5'UTR-luciferase reporter, luminescence;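 active = inhibition above a set limit, derived from the sample mean plus 3 SD, cut at about 45% in these data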; note: values of inactives mirror those of a sister screen read the other way
# FLuc act counter = FLuc activators, initial screening, artefact control for FLuc-dependent activation tests, biochemical, ATPlite luminescence; Luciferin 4-monooxygenase (Photinus pyralis), P08659; ATPlite luciferase biochemical, 10 min; 0 = ATP-free wells, 1 = DMSO control; activation factor at 10 µM; 200,000 tested, under 10 active;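 active = luciferase activation factor, scaled between plate controls, of at least 2 with compound at 10 µM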
# Target sequence (P08659 whole entry, looked up): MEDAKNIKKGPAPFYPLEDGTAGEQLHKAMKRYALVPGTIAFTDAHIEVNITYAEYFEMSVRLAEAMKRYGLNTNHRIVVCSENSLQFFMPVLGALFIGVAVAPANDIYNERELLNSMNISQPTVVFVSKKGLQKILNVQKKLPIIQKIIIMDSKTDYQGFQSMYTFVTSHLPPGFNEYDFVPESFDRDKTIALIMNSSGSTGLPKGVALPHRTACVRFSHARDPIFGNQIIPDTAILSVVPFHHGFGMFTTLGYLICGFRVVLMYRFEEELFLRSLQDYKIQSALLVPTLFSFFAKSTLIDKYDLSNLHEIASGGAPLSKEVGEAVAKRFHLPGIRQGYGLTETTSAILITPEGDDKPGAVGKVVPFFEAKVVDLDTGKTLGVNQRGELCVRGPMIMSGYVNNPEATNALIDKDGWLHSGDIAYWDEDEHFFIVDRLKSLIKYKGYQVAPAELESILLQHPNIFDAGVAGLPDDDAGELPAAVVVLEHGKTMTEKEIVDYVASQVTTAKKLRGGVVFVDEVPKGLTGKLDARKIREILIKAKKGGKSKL
#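 Material: Luciferase/luciferin reagent mix; Doses: test compounds dosed from 2 mM stocks in 100% DMSO; Schedule: 10 min incubation after luciferase reagent addition, room temperature; Measured by: luminescence from luciferase reaction; Read-out: luminescence gain marking luciferase activators.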
# bIAP inh = bovine intestinal alkaline phosphatase inhibitors, primary screen, selectivity assay for TNAP inhibitor project, biochemical, bovine IAP, CDP-star luminescence; purified bovine IAP, 30 min; inhibition, % at 20 µM; 190,000 tested, under 10 active; AID 1019, 2008;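 active = over 50% inhibition of intestinal alkaline phosphatase at 20 µM in the single-dose screen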
#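 System: purified bovine intestinal alkaline phosphatase (IAP) enzyme; Input: IAP diluted 1/65,000,000 in the well; Measured by: CDP-star luminescence signal; Compound dosing: 20 µM single dose; Incubation: 30 min reaction at room temperature.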
# FLuc inhib CS = firefly luciferase enzyme inhibitors, primary screen, artefact control for luciferase-based inhibitor screens, biochemical, luminescence, ATPLite | Luciferin 4-monooxygenase (Photinus pyralis), P08659 | 10 min | inhibition, % at 10 µM | 200,000 tested, 1.5% active | AID 1006, 2008;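 active = inhibition above about 50% when tested at 10 µM, limit read from the data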
# Active calls of the source: *.
# The line under a structure holds: APP transl inh	RAM inhibit	L major viab	bIAP inh	bIAP act	TNAP inh hiacc	TNAP inh noacc	FLuc inhib CS	FLuc act counter	TNAP act hiacc
1	Cc1nc(NCc2ccccc2)[nH]c(=O)c1CCC(C)C
→ -1	1.3	9	8	0.9	-2	-6	-2	1	1
2	Cc1sc2nc(C3CC3)nc(SCC(=O)N3c4ccccc4CC3C)c2c1C (stereo not given)
→ -3	6.1	32	-2	1	-3	-14	-3	1	1
3	Cc1nc(SCC(=O)c2cccc([N+](=O)[O-])c2)n[nH]1
→ -7	1.9	-3	-18	1.2	1	1	-6	1.1	1
4	CSC1=NC(C(Cl)(Cl)Cl)N=C(c2ccccc2)N1 (stereo not given)
→ 6	0.9	2	3	1	-7	-14	-3	1	1.1
5	COC(=O)c1c(NC(=O)c2cnccn2)sc2c1CCC2
→ 7	1.2	-1	-8	1.1	-3	-4	-4	1	1
6	C/C(=N\Nc1ccc([N+](=O)[O-])cc1)c1ccc(-n2nncc2C)cc1
→ 30	6.6	-4	21	0.8	10	5	-8	1.1	0.9
7	C1=C(c2ccccc2)N2CCN=C2S1
→ 13	1.9	0	2	1	-4	-6	-5	1	1
8	Cc1ccc(/C=N/N2CCN(Cc3ccccc3)CC2)o1
→ 4	1.1	0	13	0.9	0	2	-4	1	1
9	CCNC(=O)CSc1nc2ccccc2c(=O)n1OC
→ -4	0.7	-8	-6	1.1	-2	-11	-4	1	1
10	CCOC(=O)c1sc2nc(N3CCOCC3)c3c(c2c1N)CCN(Cc1ccccc1)C3
→ 6	1.4	24	-1	1	-3	-6	-4	1	1
11	CC[C@H](C)NC(=O)CCCCCn1c(=S)[nH]c2c([nH]c3ccc(OC)cc32)c1=O
→ 1	3.4	1	-19	1.2	-3	-22	-5	1.1	1
12	CCOC(=O)C1CCN(S(=O)(=O)c2ccc(Br)c(OCC)c2)CC1
→ 10	2.0	-5	8	0.9	-3	-7	-3	1	1
13	Cc1cc(-c2cccc([N+](=O)[O-])c2)nc2ccc3ccccc3c12
→ 1	4.7	-5	-9	1.1	-5	-9	1	1	1.1
14	CN(C)S(=O)(=O)c1cccc(C(=O)OCC(=O)Nc2ccccc2OC(F)F)c1
→ -12	1.8	-9	10	0.9	-10	-11	-6	1.1	1.1
15	O=C(NCc1cccnc1)c1ccc(COc2ccccc2Br)o1
→ -16	0.7	6	14	0.9	-4	-13	-5	1	1
16	Cc1cc(C)n2nc(C(=O)NCc3ccco3)cc2n1
→ -6	1.7	2	2	1	-5	-8	-9	1.1	1.1
17	Cc1cc2cc(C=O)c(Cl)nc2cc1C
→ -9	0.0	20	5	1	3	-4	19	0.8	1
18	Cc1ccc(OCCOC(=O)c2nc3nccc(C)n3n2)cc1
→ -12	-1.0	4	5	1	-1	-11	-4	1	1
19	CCCn1c(N2CCN(CC(=O)c3c(C)n(C)c4ccccc34)CC2)nc2c1c(=O)[nH]c(=O)n2C
→ 12	0.7	8	-15	1.2	0	-4	-2	1	1
20	CCCn1c(SCC(N)=O)nnc1C(C)C
→ -9	0.0	-2	20	0.8	-4	-10	-5	1	1
21	O=C(Nc1nc(-c2ccc(Cl)cc2)cs1)c1cccnc1
→ -12	1.4	-1	33	0.7	-8	-6	-7	1.1	1.1
22	CC(C)N1C(=O)C2C(C(=O)NC3CCCCC3)C3C=CC2(O3)C1C(=O)NC1CCCC1 (stereo not given)
→ -9	0.3	7	8	0.9	-2	-11	-6	1.1	1
23	CCCN(Cc1nnc(-c2ccccc2Cl)o1)C(=O)c1cc([N+](=O)[O-])cc([N+](=O)[O-])c1
→ -5	6.9	98*	1	1	9	-94	-2	1	0.9
24	Nc1ccccc1NC1CCCCC1
→ -15	0.9	54*	22	0.8	5	-5	1	1	0.9
25	Cc1ccc(C2NC(=O)NC(O)(C(F)(F)F)C2C(=O)c2cccs2)o1 (stereo not given)
→ -14	3.9	-3	15	0.8	-3	-14	-9	1.1	1
26	COc1ccc(/C(O)=C2\C(=O)C(=O)N(c3cc(C)on3)C2c2ccccc2OC)cc1C (stereo not given)
→ 10	1.7	-5	0	1	0	-3	0	1	1
27	Cc1ccc(NC(=O)N2CCN(S(=O)(=O)c3ccccc3)CC2)cc1
→ -9	0.4	9	7	0.9	-2	-7	-7	1.1	1
28	Cc1nn(Cc2cccc3ccccc23)c(C)c1NC(=O)c1cccnc1
→ -4	-0.7	-4	-9	1.1	-4	-8	-3	1	1
29	CCCCC(=O)Nc1ncc([N+](=O)[O-])s1
→ -4	-0.2	20	4	1	5	-1	-2	1	0.9
30	Cn1nc(C(=O)Nc2nc3ccc(S(C)(=O)=O)cc3s2)ccc1=O
→ 13	1.7	6	9	0.9	-4	-8	29	0.7	1
31	CCSc1ccccc1C(=O)NCCc1ccccc1
→ -23	0.2	3	-8	1.1	-2	-9	-4	1	1
32	O=S(=O)(Cc1ccccc1)c1nc2ccccc2n1Cc1ccccn1
→ 0	1.4	11	-12	1.1	-1	-7	-3	1	1
33	O=C(Nc1ccnc(-c2ccncc2)n1)c1cccs1
→ 6	-0.8	1	-8	1.1	1	0	-1	1	1
34	C=C(C)CN(CC)C(=O)CC1C(=O)NCCN1C (stereo not given)
→ -3	-0.9	0	1	1	-5	-10	-1	1	1.1
35	c1c2c(cc3sc(N4CCCCC4)nc13)OCCO2
→ -101	0.5	-8	-2	1	1	-5	93*	0.1	1
36	CNC(=O)c1ccccc1NC(=O)c1ccco1
→ 6	0.2	-1	6	0.9	-1	-6	-3	1	1
37	CCOC(=O)C1=C(CS(=O)(=O)c2ccccc2)NC(=O)NC1c1ccccc1OCC (stereo not given)
→ 3	1.4	-1	2	1	-4	-13	-4	1	1
38	Cc1cccc(-c2cc(C(=O)NCc3ccccn3)c3ccccc3n2)c1
→ 8	-0.4	6	4	1	0	-10	21	0.8	1
39	O=S(=O)(C(=CNc1ccccc1)S(=O)(=O)c1ccccc1)c1ccccc1
→ 2	3.2	-5	-6	1.1	-2	-10	-5	1.1	1
40	O=C1c2ccccc2C(=O)c2c1cccc2N1CCN(CCO)CC1
→ 4	2.1	39	19	0.8	5	10	-6	1.1	1
41	O=C(NNC(=O)C1CC2CCC1C2)c1ccccc1 (stereo not given)
→ 0	3.0	-6	1	1	-5	-7	1	1	1
42	Cc1ccc(C(=O)COC(=O)CNC(=O)Cc2ccccc2)cc1[N+](=O)[O-]
→ -17	0.1	-9	4	1	-2	-6	-1	1	1
43	Brc1ccccc1OCCCN1CCOCC1
→ 11	1.2	72*	11	0.9	-3	-8	-6	1.1	1
44	NS(=O)(=O)c1ccc(CCNC(=O)c2ccc3nc4ccc(Cl)cc4c(=O)n3c2)cc1
→ 3	3.5	-1	-7	1.1	5	7	5	0.9	0.9
45	Cc1cccc(-c2nc(CN3CCCC(C(=O)NC4CCCCCC4)C3)c(C)o2)c1 (stereo not given)
→ -12	0.4	31	-7	1.1	2	12	-6	1.1	1
46	Cc1cccc(OCC(=O)Nc2ccc(N3CCN(C(=O)c4ccco4)CC3)cc2)c1C
→ 8	3.7	0	4	1	0	-4	-2	1	1
47	COc1ccc(/C=C(/NC(=O)c2ccccc2)C(=O)N/N=C/c2ccncc2)c(OC)c1
→ -5	1.4	-1	12	0.9	0	-9	-5	1.1	1
48	CCCCNC(=O)c1cccnc1SCC(=O)Nc1ccccc1OC
→ 9	0.1	3	5	1	1	-4	1	1	1
49	CCN(Cc1cc(=O)n2ccsc2n1)Cc1nc2ccccc2c(=O)[nH]1
→ 4	0.1	-4	-5	1.1	-2	-60	-5	1.1	1
50	O=C(O)CCCC(=O)Nc1cccc2cccnc12
→ -3	0.3	14	2	1	0	4	-4	1	1
51	COc1cccc(NC(=O)c2oc3ccccc3c2NC(=O)C2CC2)c1
→ 19	0.0	4	12	0.9	-4	-1	-4	1	1
52	O=C(Nn1c(SCc2ccc(F)cc2)nc2ccsc2c1=O)c1ccccc1
→ -5	4.7	17	-4	1	8	7	0	1	0.9
53	CC(C)c1ccc(NC(=O)NC2CC3CCC(C2)N3Cc2cccs2)cc1 (stereo not given)
→ -6	0.1	73*	20	0.8	-6	-19	-5	1.1	1.1
54	COc1ccc2c(c1OC)C(=O)N(c1cccc(C)c1)C2
→ -41	3.5	2	5	0.9	-4	-12	84*	0.2	1
55	COc1cc(CN2CCN(Cc3ccc(SC)cc3)CC2)cc(OC)c1O
→ -21	1.8	88*	3	1	-5	-12	0	1	1

# Molecules listed so far with a halogen:
# The line under a structure holds: APP transl inh	RAM inhibit	L major viab	bIAP inh	bIAP act	TNAP inh hiacc	TNAP inh noacc	FLuc inhib CS	FLuc act counter	TNAP act hiacc
4	CSC1=NC(C(Cl)(Cl)Cl)N=C(c2ccccc2)N1 (stereo not given)
→ 6	0.9	2	3	1	-7	-14	-3	1	1.1
12	CCOC(=O)C1CCN(S(=O)(=O)c2ccc(Br)c(OCC)c2)CC1
→ 10	2.0	-5	8	0.9	-3	-7	-3	1	1
14	CN(C)S(=O)(=O)c1cccc(C(=O)OCC(=O)Nc2ccccc2OC(F)F)c1
→ -12	1.8	-9	10	0.9	-10	-11	-6	1.1	1.1
15	O=C(NCc1cccnc1)c1ccc(COc2ccccc2Br)o1
→ -16	0.7	6	14	0.9	-4	-13	-5	1	1
17	Cc1cc2cc(C=O)c(Cl)nc2cc1C
→ -9	0.0	20	5	1	3	-4	19	0.8	1
21	O=C(Nc1nc(-c2ccc(Cl)cc2)cs1)c1cccnc1
→ -12	1.4	-1	33	0.7	-8	-6	-7	1.1	1.1
23	CCCN(Cc1nnc(-c2ccccc2Cl)o1)C(=O)c1cc([N+](=O)[O-])cc([N+](=O)[O-])c1
→ -5	6.9	98*	1	1	9	-94	-2	1	0.9
25	Cc1ccc(C2NC(=O)NC(O)(C(F)(F)F)C2C(=O)c2cccs2)o1 (stereo not given)
→ -14	3.9	-3	15	0.8	-3	-14	-9	1.1	1
43	Brc1ccccc1OCCCN1CCOCC1
→ 11	1.2	72*	11	0.9	-3	-8	-6	1.1	1
44	NS(=O)(=O)c1ccc(CCNC(=O)c2ccc3nc4ccc(Cl)cc4c(=O)n3c2)cc1
→ 3	3.5	-1	-7	1.1	5	7	5	0.9	0.9
52	O=C(Nn1c(SCc2ccc(F)cc2)nc2ccsc2c1=O)c1ccccc1
→ -5	4.7	17	-4	1	8	7	0	1	0.9

# Screening data as filed in PubChem.
